FXIa inh = blocks human coagulation factor XIa protease activity. P03951. purified FXIa, Boc-Glu-Ala-Arg-AMC fluorogenic substrate. inhibition, % at 5 µM. hit rate 0.14% among 220,000. AID 798;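 active = inhibition of at least 40%; inactive = inhibition below 40%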;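 also: fluorescence of freed AMC excited at 355 nm; 0% = enzyme without compound and 100% = no enzyme blank; many of its hits are not listed in these tables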
Thrombin inh = thrombin (human) inhibition; P00734; alpha-thrombin, Boc-VPR-AMC fluorogenic substrate cleavage; inhibition, % at 5 µM; hit rate 0.26% among 220,000; AID 1046;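 active = inhibition at or above 40%; inactive = inhibition below 40%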;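 also: 0% = enzyme with no compound and 100% = wells without enzyme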
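signal = AMC fluorescence, 355/460 nm | material = human alpha-thrombin enzyme | control set = enzyme without compound as high, wells lacking enzyme as low | times = reaction at room temperature | read-out basis = percent inhibition scaled between no-compound controls and no-enzyme blanks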
FXIIa inh = factor XIIa (human) inhibition; purified FXIIa, Boc-QGR-AMC fluorogenic substrate, 2 h; inhibition, % at 5 µM; hit rate 0.3% among 220,000; AID 800; in the data active = inhibition above about 40%;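 also: 0% = enzyme with no compound and 100% = blank without enzyme; many of its hits are not listed in these tables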
Target sequence (P00748 20-372 limits assumed): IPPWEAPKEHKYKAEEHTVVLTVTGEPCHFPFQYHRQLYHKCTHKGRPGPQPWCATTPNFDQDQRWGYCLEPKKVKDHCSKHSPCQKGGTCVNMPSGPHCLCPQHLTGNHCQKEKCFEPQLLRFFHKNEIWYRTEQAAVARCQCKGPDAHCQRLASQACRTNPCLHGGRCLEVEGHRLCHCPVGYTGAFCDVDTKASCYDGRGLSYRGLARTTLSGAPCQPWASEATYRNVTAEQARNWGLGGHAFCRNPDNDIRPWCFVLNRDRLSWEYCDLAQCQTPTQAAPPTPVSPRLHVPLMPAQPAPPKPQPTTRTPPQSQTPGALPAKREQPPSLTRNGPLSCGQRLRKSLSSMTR
Target sequence (P00748 373-615 limits assumed): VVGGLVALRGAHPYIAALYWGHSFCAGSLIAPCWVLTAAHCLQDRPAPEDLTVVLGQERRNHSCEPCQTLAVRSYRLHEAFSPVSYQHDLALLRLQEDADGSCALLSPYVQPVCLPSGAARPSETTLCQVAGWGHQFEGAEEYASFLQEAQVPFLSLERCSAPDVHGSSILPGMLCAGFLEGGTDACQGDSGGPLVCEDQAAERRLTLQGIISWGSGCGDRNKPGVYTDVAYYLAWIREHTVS
Rad51 HR inh = blocks human Rad51 in homologous recombination | hit rate 0.085% among 200,000 | Q06609 | inhibition, % at 10 µM | hRad51 DNA strand exchange, fluorescence dequenching;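 active = inhibition above 40% at the single screening dose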;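 also: 0% = DMSO control wells and 100% = blanks with heterologous ssDNA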
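Material: Human Rad51 nucleoprotein filaments preassembled on unlabelled ssDNA | Also added: Labelled 47-mer dsDNA for strand exchange | Dosing: Single dose, 10 µM final compound | Schedule: 30-min compound preincubation and 15-min exchange, both room temperature | Technique: Fluorescence dequenching at 485/520 nm | Measure: Percent inhibition relative to plate controls and blanks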
TNF death inh = blocks TNF-alpha induced death of Jurkat FADD-/- cells | Jurkat FADD-/- TNF necroptosis rescue, ATP luminescence, 24 h; 0 = TNF only, 100 = no-TNF cells | activation (protection from cell death), % at 10 µM | hit rate 0.068% among 220,000 | AID 463075;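 active = activation, meaning protection from cell death, of at least 50% relative to plate controls; inactive = activation below 50%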;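 also: necroptosis triggered by 40 ng/mL TNF-alpha added together with compound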
zVAD death inh = blocks zVAD induced death of L929 cells. L929 zVAD necroptosis rescue, ATP luminescence, 24 h; with zVAD 60 µM. viability rescue, % at 10 µM. hit rate 0.38% among 220,000;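 active = activation, scaled between plate controls, above about 75%, limit read from the data; inactive = activation under that limit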;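 also: 0% = zVAD with DMSO and 100% = DMSO alone without zVAD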
hK5 inh = blocks human kallikrein 5 protease activity | hit rate 0.59% among 210,000 | AID 873 | inhibition, % at 5 µM | recombinant hK5, fluorogenic AMC substrate cleavage;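 active = inhibition of 40% or more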;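 also: 0% = enzyme controls without compound and 100% = no-enzyme blanks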
Target sequence (Q9Y337 67-293 limits assumed): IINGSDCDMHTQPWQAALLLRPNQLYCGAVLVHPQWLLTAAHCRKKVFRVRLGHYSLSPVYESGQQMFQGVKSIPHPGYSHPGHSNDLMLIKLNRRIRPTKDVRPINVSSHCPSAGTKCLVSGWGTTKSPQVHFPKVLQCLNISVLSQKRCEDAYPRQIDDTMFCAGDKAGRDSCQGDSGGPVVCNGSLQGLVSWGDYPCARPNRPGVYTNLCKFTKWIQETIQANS
Cl transport mod = modulators of human KCC2 chloride dependent transport | KCC2 cells, thallium flux FluoZin-2 fluorescence | B-score of Tl+ flux slope (higher = more flux/activation; lower = inhibition) at 10 µM | hit rate 2.2% among 190,000 | Q9H2X9;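 active = thallium flux slope and its plate-corrected score both differing from the plate sample mean at a set confidence after two filtering rounds, in either direction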;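 also: slope of fluorescence scaled to starting intensity during 10 to 20 s after thallium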
Hck-Nef inh = human Hck-Nef kinase inhibition | inhibition, % at 20 µM | hit rate 0.68% among 220,000 | Recombinant Hck-YEEI plus Nef, Z-Lyte FRET kinase assay | AID 463187;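 active = Hck-Nef kinase inhibition above about 50%, limit read from the data; inactive = inhibition below that limit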;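 also: 0% = DMSO with Hck plus Nef and 100% = Hck alone without Nef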
Active calls of the source: *; . = not tested or not shown.

Results follow in this order: FXIa inh | Thrombin inh | FXIIa inh | Rad51 HR inh | TNF death inh | zVAD death inh | hK5 inh | Cl transport mod | Hck-Nef inh
(1) COc1ccc(C(=O)Nc2nc3ccc4nc(C)sc4c3s2)cc1
  6 | -3 | 17 | 2 | 0.8 | 4.7 | -12 | -0.45 | 3
(2) COc1cccc(-c2nc(N3CCC(C)CC3)c3ccccc3n2)c1O
  -2 | 2 | 9 | 0 | -4.5 | 0.1 | -13 | -0.29 | 0
(3) CSCCC(NS(=O)(=O)/C=C/c1ccccc1)C(=O)N1CCC(C)CC1 (stereo unspecified)
  -10 | -3 | -12 | -4 | -7.3 | -0.4 | 9 | 0.81 | 2
(4) COC(=O)CSc1ccc(S(=O)(=O)N2CCOCC2)cc1[N+](=O)[O-]
  2 | -8 | 10 | -1 | 1.3 | 1.1 | -10 | 0.75 | 1
(5) Cc1ccc(C)c(C(=O)COc2ncnc3ccccc23)c1
  -4 | -1 | 2 | 1 | -0.2 | 5.0 | -5 | -3.1 | 24
(6) Cc1ccc(NC2CC(C)NC(=S)N2)cc1 (stereo unspecified)
  -4 | -4 | 3 | 8 | -3.4 | 0.4 | -1 | -0.096 | 17
(7) COc1cc(CC(=O)OCC(=O)Nc2cc([N+](=O)[O-])ccc2F)cc(OC)c1OC
  0 | -17 | 6 | -4 | 2.1 | -0.2 | -11 | 0.58 | 2
(8) CC(C)N(Cc1ccccc1)C(=O)CCc1ccccc1
  -2 | 1 | 9 | -15 | -0.4 | -0.1 | -1 | -0.69 | 2
(9) CN(CC(=O)Nc1cccc(F)c1)CC(=O)Nc1ccccc1[N+](=O)[O-]
  -3 | -3 | 6 | -13 | -0.5 | -0.7 | -14 | 0.0069 | 24
(10) CCSc1nnc(NC(=O)CSc2nc3c(c(=O)n2CC)SC(C)C3)s1 (stereo unspecified)
  16 | 1 | 11 | . | 0.5 | 0.6 | -1 | -0.61 | -1
(11) O=c1cc(COc2ccccc2[N+](=O)[O-])nc2sccn12
  -5 | -3 | 6 | 16 | -1.8 | -0.7 | -1 | -0.93 | 20
(12) CCOc1cc(CNC2CCCC2)c(Cl)cc1OCC(=O)Nc1ccccc1
  -7 | -2 | -6 | 2 | 4.3 | 0.4 | -20 | -0.47 | -19
(13) O=C(COC(=O)c1ccco1)NCc1cccs1
  7 | 3 | 19 | -3 | -0.5 | 0.3 | 1 | . | -1
(14) COC(=O)C1=C(C)N(c2ccc(C)cc2)/C(=C/c2ccc(O)cc2)C1=O
  -4 | -1 | 3 | 13 | -4.3 | -1.6 | -8 | 0.15 | -6
(15) CCn1cc(Br)c(C(=O)Nc2cccc(Cl)c2)n1
  20 | 6 | 21 | 2 | -1.7 | 0.1 | 6 | -1.4 | -9
(16) COCCNC(=O)Cn1ncc2ccsc2c1=O
  3 | -3 | 9 | -8 | -0.1 | 1.2 | -22 | 0.51 | 0
(17) Cc1nc2ccc(NC(=O)Cc3cccc(F)c3)cc2s1
  -2 | -7 | 4 | -15 | 2.5 | 0.6 | -2 | -0.17 | 19
(18) O=C(CN1CCN(S(=O)(=O)c2ccc(Br)cc2)CC1)Nc1ccc2c(c1)OCCO2
  -6 | 7 | 6 | 10 | 6.5 | 12 | -11 | -0.026 | -13
(19) Cc1cc(C(=O)CCl)c(C)n1CCc1ccc(Cl)cc1
  2 | -1 | 7 | . | -14 | 0.1 | . | -1.3 | 23
(20) N=c1n(Cc2ccccc2)c2ccccc2n1CC(O)COc1ccccc1 (stereo unspecified)
  -8 | 3 | -9 | -9 | -3.6 | 6.2 | -12 | 0.078 | 3
(21) CCOCC(=O)N1CCN(c2ccc([N+](=O)[O-])cc2)CC1
  5 | -17 | 9 | -4 | -0.1 | -0.9 | -8 | -0.13 | 0
(22) CN(C)S(=O)(=O)c1ccccc1N=C=S
  -4 | -2 | 4 | -9 | 6.7 | -1.4 | -2 | 0.31 | 4
(23) CC1CCCN(S(=O)(=O)c2ccc(C(=O)Nc3nnc(-c4ccccn4)o3)cc2)C1 (stereo unspecified)
  2 | -3 | 10 | 0 | 0.3 | 1.2 | 1 | -0.13 | 24
(24) C/C(=N\NC(=O)c1cc(-c2ccco2)nc2ccccc12)c1cccnc1
  -8 | -14 | 1 | 0 | -0.1 | 5.4 | -4 | -0.9 | 16
(25) CCC(=O)NC(=S)Nc1ccc(NC(=O)c2ccc(Br)o2)cc1
  1 | -1 | 11 | 12 | 0.4 | 1.5 | 2 | 0.52 | 20
(26) Cc1ccc(N=Nc2c(=O)[nH]n3c(=O)cc(C)[nH]c23)cc1
  -6 | -3 | 3 | 3 | -2.0 | -0.7 | -22 | -1.6 | 2
(27) CC(=O)NCCC(=O)Nc1nc(-c2ccccc2Cl)cs1
  6 | -5 | 8 | -1 | -5.8 | 0.0 | 1 | -0.26 | -3
(28) Cc1ccc(-c2csc(NC(=O)/C=C/c3cccs3)n2)cc1C
  7 | -1 | 13 | 1 | 0.6 | 0.4 | 0 | -0.12 | 3
(29) C#CCOCCOCCOCCNc1nc(N2CCN(C(=O)[C@H](Cc3cc4ccccc4[nH]3)n3cc([C@@H](N)C(C)CC)nn3)CC2)nc(N2CCN(C(=O)[C@H](Cc3cc4ccccc4[nH]3)n3cc([C@@H](N)CC(C)C)nn3)CC2)n1 (stereo partly specified)
  -3 | -4 | 3 | . | 1.9 | 0.0 | -3 | -0.12 | -8
(30) CCN(CC)c1ncccc1C(=O)NCc1cccs1
  -14 | -3 | 4 | 3 | -3.1 | 0.1 | -22 | 0.39 | 2

Taken from above:
CCn1cc(Br)c(C(=O)Nc2cccc(Cl)c2)n1 in Thrombin inh shows 6
Cc1ccc(NC2CC(C)NC(=S)N2)cc1 (stereo unspecified) in Rad51 HR inh shows 8
COCCNC(=O)Cn1ncc2ccsc2c1=O in Cl transport mod shows 0.51
O=C(CN1CCN(S(=O)(=O)c2ccc(Br)cc2)CC1)Nc1ccc2c(c1)OCCO2 in zVAD death inh shows 12

Back to the main list; the 4 compounds before the break are reprinted first.
Results follow in this order: FXIa inh | Thrombin inh | FXIIa inh | Rad51 HR inh | TNF death inh | zVAD death inh | hK5 inh | Cl transport mod | Hck-Nef inh
(27) CC(=O)NCCC(=O)Nc1nc(-c2ccccc2Cl)cs1
  6 | -5 | 8 | -1 | -5.8 | 0.0 | 1 | -0.26 | -3
(28) Cc1ccc(-c2csc(NC(=O)/C=C/c3cccs3)n2)cc1C
  7 | -1 | 13 | 1 | 0.6 | 0.4 | 0 | -0.12 | 3
(29) C#CCOCCOCCOCCNc1nc(N2CCN(C(=O)[C@H](Cc3cc4ccccc4[nH]3)n3cc([C@@H](N)C(C)CC)nn3)CC2)nc(N2CCN(C(=O)[C@H](Cc3cc4ccccc4[nH]3)n3cc([C@@H](N)CC(C)C)nn3)CC2)n1 (stereo partly specified)
  -3 | -4 | 3 | . | 1.9 | 0.0 | -3 | -0.12 | -8
(30) CCN(CC)c1ncccc1C(=O)NCc1cccs1
  -14 | -3 | 4 | 3 | -3.1 | 0.1 | -22 | 0.39 | 2
(31) COc1ccccc1NC(=O)Nc1ccc(C(N)=O)cc1
  -5 | 0 | -1 | 5 | 1.3 | 2.1 | 1 | -0.15 | 15
(32) CCN(CC)CCn1c(N)nc2ccccc21
  -3 | -10 | 0 | 13 | 3.7 | 1.3 | -1 | -0.2 | -1
(33) COc1ccc(S(=O)(=O)N(C)CC(=O)N2CCN(C)CC2)cc1C
  6 | 11 | 8 | 1 | -1.2 | -0.1 | -23 | . | 1
(34) O=C(NN=C1CCCCCC1)C(=O)Nc1cccc(Br)c1
  5 | -3 | 6 | -14 | 0.5 | 0.1 | -9 | -1.3 | 1
(35) O=NC1=C(c2c(O)[nH]c3ccccc23)CCCC1
  -9 | -3 | 0 | -1 | 0.1 | 0.3 | -4 | . | 0
(36) O=C(OCCCN=C1NS(=O)(=O)c2ccccc21)c1ccc([N+](=O)[O-])cc1
  -5 | -9 | 0 | 6 | 0.9 | 0.3 | -5 | -0.17 | 2
(37) COC(=O)c1[nH]c2ccc(Cl)cc2c1NC(=O)c1ccccc1[N+](=O)[O-]
  1 | 0 | 6 | 1 | 1.5 | 0.9 | 3 | 1.1 | 0
(38) Cc1ccnc(SCC(=O)Nc2c(C)n(C)n(-c3ccccc3)c2=O)n1
  -17 | -4 | 1 | 1 | -0.4 | -1.2 | -12 | -0.14 | 8
(39) CCC(C)OC(=O)C1=C(C)NC(=O)CC1c1ccccc1OC (stereo unspecified)
  0 | 3 | 19 | 11 | -0.6 | 0.8 | 2 | -0.065 | 0
(40) O=C(CSc1nc2ccccc2c(=O)n1-c1ccccc1)c1c[nH]c2ccccc12
  6 | 4 | 15 | 0 | -3.6 | 0.6 | -16 | 0.018 | 4
(41) O=C(NCCCN1CCCC1=O)c1ccc2c(=O)n(Cc3ccco3)c(=S)[nH]c2c1
  -9 | -4 | -7 | -2 | -1.5 | 0.8 | -1 | 0.22 | 15
(42) CCCN=C1N/C(=C\c2ccco2)C(=O)N1c1ccccc1
  -2 | -1 | 4 | -4 | -4.0 | 1.3 | -4 | 0.12 | 26
(43) CC(C(=O)Nc1ccccc1)N(c1cccc(Cl)c1)S(C)(=O)=O (stereo unspecified)
  -2 | 0 | 4 | 13 | 0.5 | 1.2 | 3 | 0.27 | 13
(44) O=C1c2[nH]nc(-c3ccccc3O)c2C(c2ccccc2)N1Cc1ccco1 (stereo unspecified)
  2 | 2 | 16 | 9 | -1.8 | 0.1 | 0 | 0.24 | 3
(45) O=C(/C=C/c1ccco1)NCC1OCCc2ccccc21 (stereo unspecified)
  0 | -7 | 4 | . | 5.2 | 0.4 | -4 | -0.012 | 45
(46) CC(C)(C)c1cc(CN(CCO)CCO)c(O)c(C(C)(C)C)c1
  2 | -5 | 4 | -11 | 10 | 1.6 | 2 | 0.49 | 11
(47) CCOC(=O)c1c(NC(=O)c2nn(CC)cc2Br)sc2c1CCCCC2
  1 | 2 | 3 | 1 | 3.7 | -0.4 | -35 | -0.078 | -9
(48) CC(=O)Nc1ccc(S(=O)(=O)Nc2nc3ccccc3nc2-n2ccc(=NC(=O)c3ccccc3)cc2)cc1
  -2 | -7 | 5 | . | 0.7 | 0.9 | 2 | 0.034 | -3
(49) CCCCOc1ccc(C2(C)CC(=O)NC2=O)cc1 (stereo unspecified)
  5 | 3 | 10 | 1 | -1.5 | 0.3 | -4 | -0.32 | -8
(50) O=C(c1ccncc1)N1N=C(C2CC2)CC1(O)C(F)(F)F (stereo unspecified)
  1 | -1 | 9 | . | -0.8 | 0.1 | 0 | -0.4 | 11
(51) CC(=O)c1ccc(NC2CC(O)C(O)CO2)cc1 (stereo unspecified)
  -8 | -2 | -4 | -7 | 0.7 | 0.9 | -9 | . | 0
(52) Cc1ccc(C)c(N(C)S(=O)(=O)c2cccc3nsnc23)c1
  5 | -2 | 9 | -9 | -1.9 | -0.9 | 3 | -0.1 | 2
(53) FC(F)(F)c1ccccc1NC(=S)Nc1cccc2cnccc12
  -2 | -12 | 2 | 3 | -2.1 | -0.5 | -4 | 2 | 32
(54) COc1ccc(C(=O)NC(=S)NCc2ccco2)cc1
  -3 | -6 | -3 | 10 | 1.6 | 0.5 | -1 | 6.8* | 15

Screening results (PubChem)

Not all compounds are listed. The share of hits here may be higher or lower than overall.
